Screening results: PubChem, Fisher Drug Discovery Resource Center
mcGAS RapidFire: inhibitors of Mus musculus cyclic GMP-AMP synthase, initial high-throughput assay, cell-free, RapidFire MS; Q8C6L5; recombinant mouse cGAS, cGAMP by RapidFire MS; inhibition, % at 12.5 µM; 130,000 tested, 0.18% active; AID 1259397, 2018;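 active = inhibition of cGAS enzyme activity at or above 60%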;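 also: enzyme stimulated by 45 bp dsDNA with ATP and GTP substrates; cGAMP share of summed cGAMP plus half ATP and half GTP signals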
Target sequence (Q8C6L5 whole entry, looked up): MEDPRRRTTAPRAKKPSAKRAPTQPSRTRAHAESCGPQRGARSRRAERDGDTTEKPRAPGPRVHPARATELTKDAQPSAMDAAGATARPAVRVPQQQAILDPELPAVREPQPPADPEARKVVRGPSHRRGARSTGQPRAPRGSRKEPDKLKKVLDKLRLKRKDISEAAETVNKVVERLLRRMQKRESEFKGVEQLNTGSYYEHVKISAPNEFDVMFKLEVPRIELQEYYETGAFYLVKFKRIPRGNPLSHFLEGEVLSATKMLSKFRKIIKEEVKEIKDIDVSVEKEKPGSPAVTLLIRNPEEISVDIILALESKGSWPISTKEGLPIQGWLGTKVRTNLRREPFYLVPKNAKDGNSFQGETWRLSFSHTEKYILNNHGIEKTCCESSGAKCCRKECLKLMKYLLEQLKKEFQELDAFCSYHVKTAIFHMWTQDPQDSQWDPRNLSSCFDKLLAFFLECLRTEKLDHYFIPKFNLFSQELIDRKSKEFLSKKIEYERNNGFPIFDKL
Numbers without * were called inactive; & = joins results of further samples.

item	SMILES	mcGAS RapidFire
1	CCOC(=O)N1CCN(C2CCCN(C(=O)c3ccc4[nH]c(C)c(C)c4c3)C2)CC1 (stereo unspecified)	-1
2	CC(=N)C(C#N)c1csc(NC(=O)c2cccc3c(=O)c(C)c(-c4ccccc4)oc23)n1 (stereo unspecified)	-20
3	COc1ccc(CCCNc2c(C#N)c(=O)n(C)c(=O)n2C)cc1OC	-9
4	CCN(CC)Cc1csc(N)n1	-1
5	CCOC(=O)c1[nH]ncc1CN(C)CC1CCN(Cc2ccc(C)o2)CC1	-7
6	Cc1cnn(CCNCc2ccc(N3CCCCC3)cc2)c1	-12
7	C=CCc1cc(C)cc(C)c1OCCOCCN1CCN(C)CC1	-3
8	C=CCNC(=O)c1cccc(S(=O)(=O)N2CCSC2)c1	-8
9	Cc1c(C(=O)NCc2ccc3c(c2)OCCO3)sc(=O)n1CCc1ccccc1	0
10	O=c1c2cnc3nc(-c4ccccc4)nn3c2ccn1CCc1cnc[nH]1	10
11	C=CCN1C(=O)c2ccccc2C1(O)Cc1ccccc1 (stereo unspecified)	-1
12	Cn1c2ccc(I)cc2c2cc(C(=O)C(F)(F)F)ccc21	-1
13	Cn1c(SCC(=O)Nc2cc(C(C)(C)C)no2)nnc1C1CC1	-1
14	Cc1cc(CNc2c(C#N)c(=O)n(C)c(=O)n2C)ccc1N(C)C	-1
15	CN(C)CCn1cc(NCc2c(Cl)cccc2Cl)cn1	-5
16	Cc1ccc2nc(-c3ccc(C)c(N)c3)oc2c1	-2
17	O=C1CC(c2cnc(-c3ccccn3)nc2)c2cnn(Cc3ccco3)c2N1 (stereo unspecified)	-12
18	O=S(CCCOc1ccc(F)cc1)Cc1ccc(F)cc1Cl (stereo unspecified)	-9
19	OCc1ccc(-c2nccn2CCSc2cn[nH]n2)o1	-15
20	CN(C1CCN(CC(=O)Nc2ccncc2)CC1)S(C)(=O)=O	-2

Next compounds follow.
item	SMILES	mcGAS RapidFire
21	Cc1nc(-c2cn(CCN)nn2)n(-c2ccc3c(c2)CCC3)n1	-1
22	COc1c(Cl)cccc1NC(=O)N1CCC(n2cccc2)CC1	-3
23	CCOc1ccc(N(CC(=O)N2CCCCC2)S(C)(=O)=O)cc1	1
24	Cc1cc(=O)n2c(-c3cccc(NC(=O)c4c(F)cccc4F)c3)csc2n1	-4
25	C=Cn1cc(C(=O)N(C)C(CC)c2cccnc2)cn1 (stereo unspecified)	-8
26	Cc1ccc(C(=O)NCC(c2ccccc2)N(C)C)cc1 (stereo unspecified)	-14
27	CN(C)N=CC=C1CCC(=CC=NN(C)C)C1=O	-9
28	CCC(C)NCc1c(-c2ccc(C)cc2)noc1N1CCCC1 (stereo unspecified)	3
29	CN(C)CCN1C(=O)C(O)=C(C(=O)c2ccco2)C1c1cccs1 (stereo unspecified)	-12&-1
30	CCOC(C)C(=O)N1CCc2[nH]c3c(Br)cccc3c2C1 (stereo unspecified)	-7
31	COCOc1cccc(CN2CCC2(C)C(=O)Nc2cccc(NS(C)(=O)=O)c2)c1 (stereo unspecified)	-6
32	CC1CNC(=O)CCN1Cc1ccc2cccc(Cl)c2n1 (stereo unspecified)	-14
33	O=C(CSc1nnc(Nc2cccc(F)c2)s1)N1CCOCC1	-3
34	CCCCC(CC)COc1ccc(-c2nc(-c3ccc(OC)cc3)nc(-c3ccc(OCC(CC)CCCC)cc3O)n2)c(O)c1 (stereo unspecified)	-11
35	CCOC(=O)CNc1nc(C(C)(C)C)nc2c1cnn2C	-13
36	CC(C)C(CC(=O)N1CCN(S(N)(=O)=O)CC1)c1ccccc1 (stereo unspecified)	-43
37	CCOC(=O)COc1nc2c(c(-c3ccncc3)c1C#N)CCc1ccccc1-2	-4
38	COc1ccc(CN(C)C(C)C(=O)Nc2ccc(C(C)C)cc2)cc1F (stereo unspecified)	-3
39	COc1ccc(Nc2nc(NCC3CCCO3)nc3[nH]ncc23)cc1 (stereo unspecified)	-5
40	Cc1cc(=O)n2[nH]c(C(F)(F)F)nc2n1	-7

Of the compounds above, these have a CF3 group.
item	SMILES	mcGAS RapidFire
12	Cn1c2ccc(I)cc2c2cc(C(=O)C(F)(F)F)ccc21	-1
40	Cc1cc(=O)n2[nH]c(C(F)(F)F)nc2n1	-7

Additional entries:
item	SMILES	mcGAS RapidFire
41	Cc1ccoc1C(=O)N(Cc1ccccn1)CC(C)C	-7
42	COc1ccc(NC(=O)CN(C)CCS(=O)(=O)c2cc(C)ccc2C)cc1	-8
43	CC(C)CNc1ccc2c(n1)C(=O)N([C@H](C)C(=O)NCCCN1CCOCC1)C2	5
44	CCOC(=O)c1cc([N+](=O)[O-])sc1NC(=O)c1cccc(Br)c1	-1
45	COCCNC(=O)CCC1CCN(C(=O)C=C(C)C)CC1	1
46	Cc1ccnc(-n2cccc2CN2CCN(c3cc(=O)[nH]c(N)n3)CC2)c1	-26
47	CC(NS(=O)(=O)c1cccc(C#N)c1)c1cccc(Cl)c1 (stereo unspecified)	-12
48	CCC(=O)N1CCCC1C1CCCN1C1CCOC1=O (stereo unspecified)	-10
49	CCC(C)NC(=O)CSc1ncc(-c2ccc(F)cc2)[nH]1 (stereo unspecified)	-11
50	CCOc1ccccc1N=Nc1c(C)[nH]n(-c2ccccc2)c1=O	13
51	COCCCn1c(CCC(=O)O)ccc1-c1ccc(F)cc1	-34
52	CC1(C)CN(c2ccnc(C(=O)NCc3ccc4c(c3)OCO4)c2)CCO1	-19
53	COC(=O)C1C(=O)CSC1=Nc1ccccc1OC (stereo unspecified)	-3
54	CSc1nnc(COc2cccc(C)c2)o1	-5
55	Cc1cnc(CNC(=O)NC2COc3c2ccc(C)c3C)s1 (stereo unspecified)	-7
56	CC(C)C(NC(=O)c1ccc2c(c1)S(=O)(=O)N=C1CCCCCN12)c1ccccc1 (stereo unspecified)	15
57	O=C(CNC(=O)c1ccc(N2CCCC2=O)cc1)NCC12CC3CC(CC(C3)C1)C2	2
58	O=C(Nc1ccccc1)C1CC1Cc1ccccc1 (stereo unspecified)	-8
59	C=CCN(Cc1ccc(Cl)s1)C(=O)C(C)Oc1ccc(C#N)cc1 (stereo unspecified)	-1
60	OC(CN1CCNCC1)c1cccs1 (stereo unspecified)	-7

(next part)
item	SMILES	mcGAS RapidFire
61	COCC(C)(C)CNC(=O)[C@H](N)c1ccccc1	-8
62	O=C(CN1CCN(C2CC(=O)N(Cc3ccc(Cl)cc3)C2=O)CC1)NC1CC1 (stereo unspecified)	-11
63	CC1(C)SC(=S)N(N)C1N(O)C(=O)Nc1ccccc1 (stereo unspecified)	-8
64	O=C(Cn1c(=O)cnc2ccccc21)Nc1nc(-c2ccc3c(c2)CCO3)cs1	-5
65	CN(C)c1nc(N)nc(CCNS(=O)(=O)c2ccc3c(c2)oc(=O)n3C)n1	-21
66	OC1CCN(Cc2ncc(-c3ccccc3)o2)CC1	-8
67	CC(Cn1cncn1)C(=O)Nc1ccccc1Br (stereo unspecified)	-5
68	Cc1nc2ccc(C(=O)N3CCC4(CC3)Nc3ccccc3C(=O)N4CCO)cc2[nH]1	0
69	CN(C)S(=O)(=O)c1ccc(CNc2cc(F)ccc2Cl)o1	-7&9
70	C=CCNCC(=O)N1CCc2sccc2C1c1ccc(OC)cc1 (stereo unspecified)	-2
71	CCN(Cc1ccc(OC)c(F)c1)C(=O)c1ccc(=O)[nH]c1	-4
72	Cc1cc(C(=O)NCCn2nc(-c3cccs3)n(C)c2=O)c(C)o1	0
73	Cc1cccc(N(CCC#N)S(=O)(=O)c2c[nH]c3ncccc23)c1	0
74	CCOC(=O)/C(=N/O)C1=NC(C)(C)C(C)c2ccccc21 (stereo unspecified)	-41
75	Cc1ccc(-n2ncc3c(=O)n(NC(=O)CSCc4ccccc4)cnc32)cc1	-5
76	Cc1cc(F)ccc1NC(=O)C(C)NC(=O)COc1cccnc1 (stereo unspecified)	-17
77	Cc1ccc(C)c(-n2nnnc2SCCCC(=O)c2cccs2)c1	-11
78	Nc1nc(-c2ccc(Cl)cc2)cc(C(F)(F)F)n1	-3
79	Cc1ccc2[nH]c(=O)c(CN3CCCCC3)c(-c3ccccc3)c2c1	-6
80	Fc1ccc(C(NCC2CCCCO2)C2CC2)cc1 (stereo unspecified)	-8

Following part:
item	SMILES	mcGAS RapidFire
81	O=c1c(=O)n2c(nn1C/C=C/c1ccccc1)N(c1ccc(F)cc1)CC2	-5
82	COc1cccc(-c2nn(-c3ccc(C)cc3)cc2C(=O)N(C)C)c1	3
83	Nc1ncc([N+](=O)[O-])c(Sc2nc3ccccc3s2)n1	1
84	O=C(NCc1ccccn1)c1cc(=O)c(OCc2ccccc2)co1	-3
85	Fc1ccccc1Cc1noc(CN2CCCN(Cc3ccccc3F)CC2)n1	-3
86	COc1cc(CCC(=O)NCc2ccc(F)cc2)cc(OC)c1	0
87	CC(C)O[C@H]1CN(c2nc(-c3ccccc3)nc3c2CCC3)C[C@@H]1O	-13
88	Cc1cnccc1C(=O)N1CCc2c(c(C(=O)O)nn2CCN(C)C)C1	23
89	Fc1cc(Br)ccc1NC(=S)NCC1CCCO1 (stereo unspecified)	-10
90	O=C(Nc1cccc2ccccc12)c1ccc2c(c1)OCO2	-3
91	O=C(c1cnc2ccccn12)N1CCc2c(nc(-c3ccccn3)[nH]c2=O)C1	-2
92	Cc1nc(CCNC2CCN(S(C)(=O)=O)CC2)nc2c1CCCC2	-11
93	Nc1ncc(CN2CCCC(CNC(=O)c3ccc(-c4ccccc4)cc3)C2)cn1 (stereo unspecified)	2
94	CN(C)c1nc2c(c(=O)[nH]1)CCN(C(=O)C(c1ccccc1)c1ccccc1)C2	-11
95	COc1cc(F)ccc1-c1c(-c2ccccc2)ncn1CCN1CCN(C)CC1	-4
96	Cc1ccc(S(=O)(=O)NC(=O)C2(C)CCN2C(=O)c2ccc(C3CCCCC3)cc2)nc1 (stereo unspecified)	-7
97	Cc1ccc2c(c1)c(=O)c(C(=O)N(C)Cc1csc(C)n1)cn2C	-27
98	NC(=O)C1(CNC(=O)c2sc3cc(C(F)(F)F)ccc3c2Cl)CCOCC1	4
99	COc1ccccc1C(=O)NCCn1cc(SCC(=O)Nc2ccc(C)cc2)c2ccccc21	-7
100	O=C1OC(c2ccc(Cl)cc2Cl)=N/C1=C\C(Br)=C\c1ccccc1	-9

Going on with the list.
item	SMILES	mcGAS RapidFire
101	Clc1ccccc1-n1cnnc1Cc1cccnc1	-11
102	COCCN1CCN(c2nc(C(=O)Nc3ccccc3C(C)(C)C)cs2)C1=O	-11
103	O=C(CCc1cccnc1)N1Cc2cnn(CCO)c2C1	-11
104	Cc1cc(CNC(=O)c2ccc(Cn3cnnn3)cc2)c2[nH]c(C)c(C)c2c1	13
105	c1ccn2cc(CCNc3ncnc4nc[nH]c34)nc2c1	-10
106	CCN(CC)CCOCCOC(=O)C(CC)(CC)c1ccccc1	5
107	Cc1sc(-c2ccccc2)nc1CC(=O)NCC1(N)CCCC1	-11
108	CCCSc1nc2c3c(sc2c(=O)[nH]1)CC(C)(CC)OC3 (stereo unspecified)	2
109	CC(C)(C(=O)Nc1cccc(S(C)(=O)=O)c1)c1ccc(Cl)cc1	-8
110	CCOC(=O)c1nc2ccccc2nc1N1CCCN(C(=O)N2CCOCC2)CC1	-4
111	NC(=NN=C1SCCS1)c1cnccn1	-1
112	CC(=O)Cn1c(CN2CC(C)OC(C)C2)nc2c1c(=O)[nH]c(=O)n2C (stereo unspecified)	-5
113	O=C(NCCc1ccccc1F)c1cncc(Br)c1	-7
114	Cc1ccc(CC(C#N)C(=N)C(C#N)C#N)cc1 (stereo unspecified)	10
115	Cc1ccc(C)c(NC(=O)CSc2nnc(CNC(=O)Cc3ccccc3)n2-c2ccc(F)cc2)c1	-4
116	O=[N+]([O-])c1ccc(NN=C2CCCCCCC2)cc1	-8
117	CN1CCCN(S(=O)(=O)NCc2ccccc2)CC1	6
118	N#CCc1ccccc1C(=O)OCC(=O)N1CCN(c2ccccc2)CC1	-16
119	CNC(=O)C(NC(=O)c1ccc(S(=O)(=O)N2CCCC2)o1)c1ccccc1 (stereo unspecified)	-2
120	CCCSc1nnc2n(Cc3ccccc3OC)c(=O)c3ccccc3n12	-8

Laid out differently: entries from further up
107	Cc1sc(-c2ccccc2)nc1CC(=O)NCC1(N)CCCC1
  mcGAS RapidFire: -11

108	CCCSc1nc2c3c(sc2c(=O)[nH]1)CC(C)(CC)OC3 (stereo unspecified)
  mcGAS RapidFire: 2

Continued:
item	SMILES	mcGAS RapidFire
121	O=C(CSc1nnnn1C1CC1)N(Cc1ccco1)C1=CCCCC1	-1
122	Cc1nnsc1CNC(=O)CC(c1ccccc1)c1ccco1 (stereo unspecified)	-15
123	O=C(O)CCc1ccc(-c2ccc(Br)cc2)n1NC(=O)c1ccc(O)cc1	5
124	CN1C(=O)CC(C(=O)Nc2ccccc2F)SC1=Nc1ccc2c(c1)OCO2 (stereo unspecified)	-7
125	COc1cc(C)c(-c2ccc(F)c3c2OC(CN)C3)cc1C (stereo unspecified)	0
126	CN(C)C=Nc1nc(-c2ccc3ccccc3c2)cs1	-6
127	COCCNC(=O)c1ccc(OC2CCN(Cc3ccc(OC)cc3F)CC2)c(Cl)c1	-7
128	CSc1ccc(Cl)c(C(=O)Nc2nc(-c3ccc(C)o3)ns2)c1	10
129	CC(C)(C)c1ccc(C(=O)Nc2ccc(-c3noc(-c4ccc([N+](=O)[O-])cc4Cl)n3)cc2)cc1	-10
130	O=C1NC(CC(=O)N2CCc3c(cc(-c4cccc(Cl)c4)c(=O)n3CC3CC3)C2)c2ccccc21 (stereo unspecified)	-24
131	FC(F)(F)c1ccccc1CNc1ncnc2[nH]ncc12	1
132	N#CC1(NC(=O)CN2CCN(c3ccccc3)CC2)CCCCC1	-1
133	O=C(c1ccc2c3c(cccc13)CC2)C1CCCN(C(=O)c2cscn2)C1 (stereo unspecified)	-16
134	COc1ccc(Cl)cc1NC(=O)CCC1CCCN(C(=O)CSc2ccccn2)C1 (stereo unspecified)	-7
135	O=C(NCCO)/C(=C/C=C\c1ccccc1)NC(=O)c1ccc(Br)o1	-1
136	COCc1cc(CN2CCN(C)C(=O)C2C)ccc1OC (stereo unspecified)	0
137	Cc1noc(C)c1C(=O)N1CCCC(CCc2ccc(F)cc2F)C1 (stereo unspecified)	-11
138	CCNc1nc(C)c(C(=O)N[C@H]2C[C@@H](C(=O)OC)N(C)C2)s1	-8

These rows are one share of the data, so the mix of outcomes need not match the whole.
